Screening data as filed in PubChem.
p53 reactivator: restores transcriptional activity of mutant p53; H1299 p53-A138V BP100-luciferase reporter, luminescence, 24 h; Potency, µM (series often up to 92.2 µM), inactives show at the highest dose activity change, positive = activation, usual class: activators; 320,000 compounds, 0.063% hits; note: potency is the fitted concentration of half-maximal effect; % of control where 0% means no effect; nearly all actives have a fitted effect of over 45% in size
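p53-null H1299 cells stably carrying temperature-sensitive p53-A138V and a BP100-luciferase reporter were pinned with compounds (4-point, 1:5 series) and held 24 hrs at 37 deg C. Luminescence was read 10 min after detection reagent.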
TRPV1 ag: activates the human vanilloid receptor TRPV1; 320,000 compounds, 0.19% hits; Q8NER1; AID 540275; TRPV1-expressing cells, Fluo-8 calcium influx, agonist mode; activation, % at 8.33 µM; in the data active = activation above about 80%; inconclusive = between about 30% and that limit; note: 0% is about no effect
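Cells expressing TRPV1 were dye-loaded with Fluo-8 and read kinetically: 10 s baseline, 3 min after compound (agonist portion), then 2 min after EC20 capsaicin (allosteric enhancer portion). Calcium-bound dye fluorescence at 480/520 nm.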
ELG1 genotox: inducers of genotoxicity in HEK293T ELG1-luciferase cells | HEK293T ELG1-luciferase reporter, luminescence, 16 h | Potency, µM (highest dose often 46 µM), for inactives: at the top dose activity change, positive = activation, actives largely listed as activators | 330,000 compounds, 1.3% hits | AID 504466; note: potency is the fitted concentration of half-maximal effect; % of control where 0% means no effect; nearly all actives have a fitted effect of over 60% in size
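Genotoxic stress is detected as increased luminescence from luciferase-tagged ELG1 in HEK293T cells, measured with ONE-Glo after a 16 hr treatment at 37 °C.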
BRCA1 expr act: BRCA1 expression activation | MCF7-BRCA1-FFLuc reporter, luminescence, 48 h; response scale: scaled: vehicle 0%, 10 µM genistein 100% | 380,000 compounds, 1.1% hits | Potency, µM (doses to about 46.1 µM), for the others: at the highest dose activation, actives largely listed as activators; note: potency is the fitted concentration of half-maximal effect; nearly all actives have a fitted effect of over 80% in size; some results filed as inactive show a strong effect at the top dose
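First, MCF7-BRCA1-FFLuc cells (2000/well) attach for 2 h; next, compounds are pin-added and incubated 48 h at 37 °C; finally, luciferase reagent is added and luminescence read after 15 min.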
a7 integrin act: activators of alpha7 integrin expression for muscular dystrophy; alpha7betagal myoblasts, beta-gal FDG fluorescence, 48 h; AID 624291; 350,000 compounds, 0.064% hits; Potency, µM (titrated, usually from 38.3 µM), inactives show top-dose activation, most hits filed as activators;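 note: potency is the fitted concentration of half-maximal effect; 100% = response of the positive control SU9516; nearly all actives have a fitted effect of over 60% in size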
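alpha7betagal+/- myoblasts (passage 13, 250/well) treated 48 h at 37C with compounds at 1:260 dilution of DMSO stock. Lysed, then beta-galactosidase activity read as FDG fluorescence (ex 480/em 540) after 30 min, with pre-read for autofluorescence.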
B2AR arrestin: recruits beta-arrestin to the human beta2-adrenergic receptor | beta-arrestin recruitment to beta2AR, cell-based reporter | Potency, µM (series often up to 46.1 µM), for inactives: at the highest dose activation, usual class: activators | AID 492947 | 330,000 compounds, 0.02% hits | P07550;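 note: potency is the fitted concentration of half-maximal effect; 0% = DMSO controls and full agonism = EC100 isoproterenol or metaproterenol; nearly all actives have a fitted effect of over 65% in size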
PTAP TSG101 blk: blocks PTAP/TSG101 interaction to inhibit HIV-1 budding; Potency, µM (titrated, usually from 115 µM), for inactives: at the highest dose activity change, negative = inhibition, usual class: inhibitors; AID 493005; 340,000 tested, under 10 active; Fluorescence polarization, FITC-PTAP peptide / Tsg101 binding; active = well fitted inhibition curve with a large enough effect in the main read-out, with a control signal flat, not every such curve was filed as active; inconclusive = small, poorly fitted or top-dose-only effect, or effect the other way, or a change in a side signal; inactive = no such curve, though single readings can be large or run the other way; note: potency is the fitted concentration of half-maximal effect; % of control where 0% means no effect
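Steps: Tsg101 binding domain dispensed (10 uM final), compounds pinned in DMSO, FITC-labeled PTAP-motif peptide added (50 nM final); after 20 min binding at room temperature, polarization measured.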
Eya2 inh: blocks the phosphatase activity of human Eya2; Potency, µM (series often up to 76.9 µM), inactives show at the top dose activity, negative = inhibition, actives largely listed as inhibitors; O00167; 330,000 compounds, 0.006% hits; recombinant Eya2, OMFP fluorescence dephosphorylation (OMFP is methylfluorescein phosphate); note: potency is the fitted concentration of half-maximal effect; % is set by controls: 0 for no effect and ±100 for the full control effect
Target sequence (O00167 whole entry, looked up): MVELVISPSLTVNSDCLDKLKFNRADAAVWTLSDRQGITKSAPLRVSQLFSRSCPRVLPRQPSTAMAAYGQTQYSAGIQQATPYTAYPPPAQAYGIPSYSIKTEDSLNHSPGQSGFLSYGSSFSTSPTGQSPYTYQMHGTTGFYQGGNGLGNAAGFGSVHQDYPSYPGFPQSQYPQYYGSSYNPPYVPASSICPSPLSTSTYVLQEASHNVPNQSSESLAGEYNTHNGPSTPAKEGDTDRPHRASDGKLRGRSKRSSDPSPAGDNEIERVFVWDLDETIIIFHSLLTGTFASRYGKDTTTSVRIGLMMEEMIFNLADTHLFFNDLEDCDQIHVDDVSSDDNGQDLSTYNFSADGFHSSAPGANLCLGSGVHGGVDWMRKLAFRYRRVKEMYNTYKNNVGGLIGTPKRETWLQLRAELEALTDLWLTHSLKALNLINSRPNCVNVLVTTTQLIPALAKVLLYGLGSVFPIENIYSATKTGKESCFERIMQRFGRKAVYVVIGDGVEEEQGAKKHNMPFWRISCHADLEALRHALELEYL
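Eya2 (0.2 uM) preincubated 10 min at ambient with compound, then OMFP substrate added at 50 uM; 10 min reaction in 50 mM HEPES pH 7.5, 50 mM NaCl, 5 uM MgCl2, 0.05% BSA, 1 mM DTT. Fluorescence read at Ex 485/Em 525 nm.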
ASM inhibitor: human S-ASM enzyme inhibition; P17405; placental ASM, HMU-PC fluorogenic substrate, 60 min; Potency, µM (series often up to 57.5 µM), for inactives: at the top dose activity change, negative = inhibition, actives largely listed as inhibitors; 340,000 compounds, 0.006% hits; AID 504937; note: potency is the fitted concentration of half-maximal effect
Target sequence (P17405 47-631 limits assumed): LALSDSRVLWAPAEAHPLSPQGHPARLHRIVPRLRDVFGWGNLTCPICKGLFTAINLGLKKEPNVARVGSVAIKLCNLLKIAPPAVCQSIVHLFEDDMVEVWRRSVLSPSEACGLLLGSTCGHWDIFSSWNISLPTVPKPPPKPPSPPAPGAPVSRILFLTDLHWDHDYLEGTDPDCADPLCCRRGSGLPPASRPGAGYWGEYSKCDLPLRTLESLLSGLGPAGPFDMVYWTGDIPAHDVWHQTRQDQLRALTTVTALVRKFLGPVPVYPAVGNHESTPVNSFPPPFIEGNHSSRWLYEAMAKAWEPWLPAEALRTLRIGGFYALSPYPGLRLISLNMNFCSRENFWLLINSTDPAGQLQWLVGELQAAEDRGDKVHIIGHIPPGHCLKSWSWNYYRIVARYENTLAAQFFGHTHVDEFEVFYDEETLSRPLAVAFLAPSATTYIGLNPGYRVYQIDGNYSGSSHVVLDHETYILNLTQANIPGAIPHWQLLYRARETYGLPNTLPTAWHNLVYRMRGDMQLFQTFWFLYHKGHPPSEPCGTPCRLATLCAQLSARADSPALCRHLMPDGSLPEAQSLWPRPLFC
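qHTS format. ASM enzyme prepared from human placenta hydrolyses the fluorogenic substrate HMU-PC0 (9 uM final) over 60 min at 37 °C after a 10 min compound preincubation.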
uPA generation: cell surface uPA generation inhibition; cell surface uPA generation assay, qHTS; Potency, µM (titrated, usually from 38.3 µM), inactives show at the top dose activity change, negative = inhibition, usual class: inhibitors; 330,000 compounds, 0.31% hits; active = well fitted inhibition curve with a large enough effect; inconclusive = small, poorly fitted or top-dose-only effect; inactive = no such curve, though single readings can be large or run the other way; tested in mouse RAW 264.7 cells; note: potency is the fitted concentration of half-maximal effect; % is set by controls: 0 for no effect and ±100 for the full control effect; nearly all actives have a fitted effect of over 55% in size
USP2a inh: USP2a (human) protease inhibition; O75604; USP2 core, Ub-CHOP2 coupled fluorogenic reporter, 485/531; Potency, µM (doses to about 38.3 µM), for the others: at the top dose activity change, negative = inhibition, hits mostly inhibitors; 330,000 compounds, 0.01% hits; AID 463254;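 note: potency is the fitted concentration of half-maximal effect; plate controls were DMSO wells for no effect and full inhibition by NEM control for full effect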
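Deubiquitinase activity read as fluorescence (485/531 nm) after Ub-CHOP2 cleavage activates the enterokinase reporter on its substrate; USP2 core 10nM, Ub-CHOP2 and substrate 25nM each, 30min compound preincubation then 60min RT; data normalized to NEM, curves fitted.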
Active calls of the source: *; ? = inconclusive; · = not tested or not shown; & = joins results of further samples; [ ] = another dose, or the depositor's remark. Unless noted, calls come from the whole dose curve; as a rule, active = well fitted curve in the direction sought with a large enough effect; inconclusive = small, poorly fitted or top-dose-only effect, or another doubt; inactive = no such curve, though single readings can be large; an effect the other way counts as inactive or inconclusive.

molecule	p53 reactivator	TRPV1 ag	ELG1 genotox	BRCA1 expr act	a7 integrin act	B2AR arrestin	PTAP TSG101 blk	Eya2 inh	ASM inhibitor	uPA generation	USP2a inh
COc1ccc(NC(=O)Nc2cccc(C(F)(F)F)c2)cn1	-4%	22	-13%	-26%	27%	-0.6%	-9%	-11%	-3%	7%	-4%
Fc1ccc(C2CC(c3ccco3)=NN2c2ccccc2)cc1 (stereo not given)	23%	0	1%	8%	9%	0.4%	-4%	-7%	·	-2%	-11%
Cc1csc(Sc2ccc(C(=O)OCC(=O)Nc3ccc(F)cc3[N+](=O)[O-])cc2[N+](=O)[O-])n1	-1%	-2	-2%	-5%	2%	-0.3%	-1%	13%	-6%	-3%	-1%
COc1ccc(S(=O)(=O)N2CCN(S(=O)(=O)c3ccc4c(c3)OCCO4)CC2)cc1C	2%	0	0%	-12%&-31%	32%	-0.3%	0%	-2%	1%	1%	-1%
COc1ccccc1/C=N/Nc1cc(C)nc2ccc(C)cc12	·	-3	7%	92%	-9%	0.3%	1%	-23%	7%	1%	1%
N#Cc1cccc(Oc2ccc(S(=O)(=O)N3CCCC3)cn2)c1	-3%	1	3%	-9%	-12%	0.1%	-1%	-38%	1%	-3%	-3%
COc1ccc(S(=O)(=O)N(C)c2ccc(C(=O)NC3CCCC3)cc2)cc1	11%	-2	-4%	-18%	0%	-0.3%	-3%	-10%	-1%	-8%	3%
O=[N+]([O-])c1cccc(/C=N/Nc2nc(NCc3ccccc3)nc(N3CCOCC3)n2)c1O	-3%	?	-15%	-83%	-25%	-0.3%	-7%	-8%	?	?	1%
Nc1cc(=O)[nH]c(SCC(=O)Nc2cc([N+](=O)[O-])ccc2Cl)n1	0%	-2	1%	-30%	-12%	0.3%	0%	1%	0%	0%	-10%
CCO[C@H]1OC(C(N)=O)=C[C@@H](C(C)(C)C)[C@@H]1CCCO	·	·	·	-5%	17%	·	-1%	·	4%	13%	·
CC1CCC(NC(=O)CN2C(=O)NC3(CCCCC3C)C2=O)CC1 (stereo not given)	1%	1	4%	0%	6%	-0.1%	1%	3%	-1%	?	-1%
COc1ccc(NS(=O)(=O)c2cccc(C(=O)NCC(c3ccco3)N3CCCCC3)c2)cc1 (stereo not given)	-9%	3	4%	-12%	-4%	-0.9%	0%	-5%	-1%	3%	2%
CCOc1ccc(C(=O)NC2CCN(S(C)(=O)=O)CC2)cc1	11%	1	12%	24%	-1%	-0.3%	-2%	15%	-1%	0%	-1%
COc1cc(C(=O)Nc2sc3c(c2C(=O)NCc2ccco2)CCCC3)cc(OC)c1OC	-1%	26	0%	-25%	4%	0.1%	-3%	2%	213%	-1%	4%
Cc1cc(NC(=O)c2ccccc2[N+](=O)[O-])ccc1Br	3%	?	?	?	-8%	0.1%	-1%	-4%	-2%	-7%	7%

An excerpt from above in order of molecular weight, ascending:
molecule	p53 reactivator	TRPV1 ag	ELG1 genotox	BRCA1 expr act	a7 integrin act	B2AR arrestin	PTAP TSG101 blk	Eya2 inh	ASM inhibitor	uPA generation	USP2a inh
COc1ccccc1/C=N/Nc1cc(C)nc2ccc(C)cc12	·	-3	7%	92%	-9%	0.3%	1%	-23%	7%	1%	1%
Fc1ccc(C2CC(c3ccco3)=NN2c2ccccc2)cc1 (stereo not given)	23%	0	1%	8%	9%	0.4%	-4%	-7%	·	-2%	-11%
COc1ccc(NC(=O)Nc2cccc(C(F)(F)F)c2)cn1	-4%	22	-13%	-26%	27%	-0.6%	-9%	-11%	-3%	7%	-4%
CCOc1ccc(C(=O)NC2CCN(S(C)(=O)=O)CC2)cc1	11%	1	12%	24%	-1%	-0.3%	-2%	15%	-1%	0%	-1%
CC1CCC(NC(=O)CN2C(=O)NC3(CCCCC3C)C2=O)CC1 (stereo not given)	1%	1	4%	0%	6%	-0.1%	1%	3%	-1%	?	-1%
Nc1cc(=O)[nH]c(SCC(=O)Nc2cc([N+](=O)[O-])ccc2Cl)n1	0%	-2	1%	-30%	-12%	0.3%	0%	1%	0%	0%	-10%
COc1ccc(S(=O)(=O)N2CCN(S(=O)(=O)c3ccc4c(c3)OCCO4)CC2)cc1C	2%	0	0%	-12%&-31%	32%	-0.3%	0%	-2%	1%	1%	-1%
COc1cc(C(=O)Nc2sc3c(c2C(=O)NCc2ccco2)CCCC3)cc(OC)c1OC	-1%	26	0%	-25%	4%	0.1%	-3%	2%	213%	-1%	4%
Cc1csc(Sc2ccc(C(=O)OCC(=O)Nc3ccc(F)cc3[N+](=O)[O-])cc2[N+](=O)[O-])n1	-1%	-2	-2%	-5%	2%	-0.3%	-1%	13%	-6%	-3%	-1%

(list continues)
molecule	p53 reactivator	TRPV1 ag	ELG1 genotox	BRCA1 expr act	a7 integrin act	B2AR arrestin	PTAP TSG101 blk	Eya2 inh	ASM inhibitor	uPA generation	USP2a inh
NC(=NCc1ccccc1)C(N=Nc1ccccc1)C(=O)NCc1ccccc1 (stereo not given)	·	·	·	-2%	-23%	·	-2%	·	-6%	-1%	·
O=[N+]([O-])c1ccc(OCC(O)CN(CCO)CCO)cc1 (stereo not given)	-5%	2	0%	-3%	-21%	-1.0%	4%	9%	3%	4%	2%
CCNc1oc(COc2cccc(C)c2)nc1C#N	?	23	?	11µM*	23%	-0.4%	-4%	-9%	-3%	0%	5%
O=C1c2ccccc2C(=O)N1c1nccs1	·	·	·	-1%	?	·	1%	·	0%	-1%	·
Cn1c(=O)c2c(ncn2CC(=O)OCC(=O)Nc2ccc(F)cc2Cl)n(C)c1=O	0%	·	-1%	-9%	-2%	0.0%	-1%	-2%	-1%	0%	0%
CCCn1nc(C(=O)NNC(=O)CCCOc2ccc(C)cc2)c2ccccc2c1=O	11%	11	-9%	-2%	-23%	-0.7%	-6%	2%	·	-3%	0%
COc1cc2c(cc1OC)[C@@H](NC(=O)c1ccc(C(F)(F)F)cc1)[C@H](OCc1ccccc1)C2	-6%	·	15%	-23%	10%	0.1%	-2%	5%	5%	-3%	-5%
Cc1nn(-c2ccccc2)c(C)c1/C=N/NC(=O)c1cc(-c2ccc(Br)s2)[nH]n1	-9%	?	-31%[inhibitor]	-71%	0%	-0.2%	1%	-26%	?	-14%	4%
CCOc1nc2ccccc2nc1C	-2%	-1	3%	-19%	-14%	-0.5%	-9%	-2%	1%	7%	2%
COC(=O)CSc1cc(C(=O)c2nccn2C)c2ccccc2n1	-5%	2	2%	-2%	7%	0.0%	-2%	1%	2%	-1%	-2%
COc1ccc(C(=O)N(Cc2ccco2)C(C(=O)NC2CCCC2)c2ccc(O)cc2)cc1OC (stereo not given)	?	-5	-24%	-1%	1%[7.66 µM]	-0.1%	-1%	-11%	-3%	·	1%
CCN(CC)CCNC(=O)NC1CCCCC1	4%	3	8%	10%	6%	-0.1%	-4%	-35%	1%	2%	0%
O=C1CC(N2CCC(O)(c3ccc(Cl)cc3)CC2)C(=O)N1Cc1ccc(N2CCCC2=O)cc1 (stereo not given)	-7%	2	11%	3%	-42%	0.1%	0%	11%	-3%	3%	1%
CC[n+]1ccc(C[n+]2ccccc2)c2ccccc21	-4%	-4	-3%	-7%	17%	-2.3%	-3%	6%	-16%	-2%	2%
Cc1c(C(=O)NC(C)C)c(-c2ccccc2)nn1-c1ccccc1	-2%	1	1%	-12%	16%	-1.7%	3%	2%	6%	29%	1%

Next part (two carried over from the part before).
molecule	p53 reactivator	TRPV1 ag	ELG1 genotox	BRCA1 expr act	a7 integrin act	B2AR arrestin	PTAP TSG101 blk	Eya2 inh	ASM inhibitor	uPA generation	USP2a inh
CC[n+]1ccc(C[n+]2ccccc2)c2ccccc21	-4%	-4	-3%	-7%	17%	-2.3%	-3%	6%	-16%	-2%	2%
Cc1c(C(=O)NC(C)C)c(-c2ccccc2)nn1-c1ccccc1	-2%	1	1%	-12%	16%	-1.7%	3%	2%	6%	29%	1%
CC(C)(C)c1csc(N/N=C/c2cccnc2)n1	18%	?	?	?	35%	-0.3%	-2%	-10%	5%	5%	2%
Cc1ccc(NC(=O)C2CCN(S(=O)(=O)c3cccs3)CC2)c(O)c1	-10%	12	-11%	-28%	-12%	-0.9%	-1%	-16%	-2%	24%	-1%
CCOC(=O)C1CCN(C(=O)COC(=O)COc2ccccc2OC)CC1	9%	-2	0%	4%	5%	-0.2%	-10%	-3%	1%	-1%	0%
O=C1OC(c2ccccc2)c2ccc3ccccc3c21 (stereo not given)	-4%	0	-2%	17%	0%	-0.2%	-4%	-2%	-5%	1%	2%

Not a hit list (roughly 2.6% active in at least one column).
